# From PubChem BioAssay
# OXTR agonist: agonists of human oxytocin receptor | AID 2435 | CHO-OTR cells, Fluo-8 calcium fluorescence; normalized: DMSO 0%, oxytocin 100% | activation, % at 3 µM | P30559 | hit rate 0.32% among 320,000;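 active = activation above the mean of all tested compounds plus 3 SD, cutoff set per screening run, cut at about 20% in these data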;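 note: peak over basal fluorescence ratio from a 100 s FLIPR kinetic read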
# Target sequence (P30559 whole entry, looked up): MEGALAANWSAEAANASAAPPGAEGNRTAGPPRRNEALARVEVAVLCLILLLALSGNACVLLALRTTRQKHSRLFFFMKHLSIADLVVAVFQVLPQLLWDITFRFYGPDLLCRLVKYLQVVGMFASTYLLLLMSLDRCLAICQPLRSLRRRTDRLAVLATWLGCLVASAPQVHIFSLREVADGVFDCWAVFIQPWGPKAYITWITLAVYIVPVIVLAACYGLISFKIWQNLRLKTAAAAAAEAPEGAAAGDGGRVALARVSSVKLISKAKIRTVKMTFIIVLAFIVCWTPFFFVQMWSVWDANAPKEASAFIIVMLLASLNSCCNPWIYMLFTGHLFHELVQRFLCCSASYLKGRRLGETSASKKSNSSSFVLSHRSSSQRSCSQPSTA
# IMP-1 inhibitor: inhibitors of Pseudomonas aeruginosa IMP-1 metallo-beta-lactamase. hit rate 0.45% among 290,000. inhibition, % at 5.6 µM. purified IMP-1, nitrocefin hydrolysis, epi-absorbance fluorescence. AID 1556;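 active = inhibition above the mean plus 3 SD of all compounds in the same screening run, cut at about 4.5% in these data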;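 note: 0% = IMP-1 with DMSO and 100% = DMSO wells lacking enzyme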
#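 System: purified IMP-1; amount: IMP-1 0.2 nM before substrate addition; compound: single dose, 5.6 µM; times: 25 °C, 15 min preincubation, 25 min reaction; signal: Epi-absorbance via hydrolysed-nitrocefin quenching of white-plate fluorescence, 480/530 nm, EDTA stop; benchmarks: DMSO with and without IMP-1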
# GalR3 antag: antagonists of human GalR3 | inhibition, % at 3 µM | hit rate 0.44% among 360,000 | AID 651719 | HEK293 GalR3-CNG cAMP membrane potential fluorescence; galR3 body fused to GalR1 C-terminus | O60755;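 active = inhibition above the screen-wide average plus 3 SD, cut at about 13% in these data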;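 note: forskolin and galanin both at EC90 stimulate the cells; cAMP rise reported by CNG channel membrane potential dye signal; 0% = forskolin plus galanin with DMSO and 100% = forskolin alone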
# Target sequence (O60755 1-299 limits assumed): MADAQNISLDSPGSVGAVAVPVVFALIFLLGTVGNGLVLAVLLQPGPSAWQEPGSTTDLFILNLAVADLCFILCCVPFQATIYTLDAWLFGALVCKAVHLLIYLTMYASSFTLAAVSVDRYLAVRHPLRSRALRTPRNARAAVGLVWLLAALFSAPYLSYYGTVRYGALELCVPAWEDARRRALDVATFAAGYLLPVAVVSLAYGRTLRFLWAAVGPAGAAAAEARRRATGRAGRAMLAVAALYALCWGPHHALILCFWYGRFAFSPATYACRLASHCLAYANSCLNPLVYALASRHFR
# PHOSPHO1 inh: inhibitors of human PHOSPHO1 phosphatase | hit rate 1.1% among 290,000 | recombinant PHOSPHO1, absorbance phosphatase assay | Q8TCT1 | inhibition, % at 13.3 µM; in the data active = inhibition above about 60%
# NS3 helicase inh: HCV NS3 helicase inhibition; NS3 helicase DNA unwinding, Cy5 molecular beacon fluorescence; hit rate 0.56% among 290,000; inhibition, % at 10.9 µM;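 active = inhibition above the mean of all tested compounds plus 3 SD, set per campaign, cut at about 35% in these data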;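 note: 0% = DMSO wells and 100% = thioflavine S control wells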
#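 System: HCV NS3 helicase fragment; control set: DMSO and thioflavine S; technique: Cy5 fluorescence at 0 and 60 min, beacon hairpin quenching; reagent: beacon DNA duplex substrate plus ATP; replicates: singlicate; schedule: 1 h reaction at 25 °C, ATP-initiated; medium: MOPS buffer pH 6.5 with MgCl2, DTT, Tween20, BSA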
# DNA FID counter: displaces DNA intercalator in HCV helicase counter-screen; DNA fluorescent intercalator displacement, fluorescence; inhibition, % at 7.9 µM; hit rate 0.17% among 290,000; in the data active = inhibition above about 37%;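 note: 0% = vehicle and 100% = reference compound; higher means more ethidium bromide displaced from hairpin DNA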
# V1R ag counter: V1a receptor agonism, counter-screen for OXTR agonists; activation, % at 3 µM; CHO-V1R cells, Fluo-8 calcium fluorescence, agonist mode; 0% DMSO, 100% 3 nM vasopressin; hit rate 0.25% among 320,000; P37288;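 active = activation above the mean activation of all tested compounds plus 3 SD, per screening run, cut at about 20% in these data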;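 note: signal is peak over basal fluorescence ratio across a 100 second FLIPR read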
# Target sequence (P37288 whole entry, looked up): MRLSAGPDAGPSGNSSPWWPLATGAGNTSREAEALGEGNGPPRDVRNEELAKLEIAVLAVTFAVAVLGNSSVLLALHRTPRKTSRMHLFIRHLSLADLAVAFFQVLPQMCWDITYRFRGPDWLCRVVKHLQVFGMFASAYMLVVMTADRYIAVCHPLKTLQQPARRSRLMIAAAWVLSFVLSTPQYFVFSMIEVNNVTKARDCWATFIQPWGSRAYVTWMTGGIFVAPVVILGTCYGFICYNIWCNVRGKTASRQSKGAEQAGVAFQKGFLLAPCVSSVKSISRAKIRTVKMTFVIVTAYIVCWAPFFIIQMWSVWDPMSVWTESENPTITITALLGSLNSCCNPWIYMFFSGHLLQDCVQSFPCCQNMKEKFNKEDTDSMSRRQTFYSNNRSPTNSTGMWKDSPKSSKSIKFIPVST
# GPR7 antag: human neuropeptides B/W receptor 1 antagonism; GPR7-expressing cells, fluorescence antagonist assay; inhibition, % at 4.4 µM; hit rate 1.1% among 290,000; AID 1861; in the data active = inhibition above about 16%, passing the limit was not always enough;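 note: cells stimulated with the agonist NPW; 0% = agonist with vehicle and 100% = vehicle without agonist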
# VIM-2 inh: blocks Pseudomonas aeruginosa VIM-2 metallo-beta-lactamase. hit rate 0.89% among 290,000. inhibition, % at 5.6 µM. purified VIM-2, nitrocefin hydrolysis, epi-absorbance fluorescence;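 active = inhibition above the mean of all tested compounds plus 3 SD, cutoff set per screening run, cut at about 7.5% in these data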;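 note: red hydrolysis product quenches plate fluorescence so inhibitors raise well fluorescence; 0% = enzyme with DMSO and 100% = DMSO without enzyme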
# Starred values were filed as active, the others as inactive; . = not tested or not shown; & = joins results of further samples.
SMILES,OXTR agonist,IMP-1 inhibitor,GalR3 antag,PHOSPHO1 inh,NS3 helicase inh,DNA FID counter,V1R ag counter,GPR7 antag,VIM-2 inh
c1ccc2c(-c3c[nH]c4ccccc34)c3ccccc3nc2c1,-2.6,-2.3,-3.0,5.4,-10.7,10.6,0.5,8.5,-0.8
CC(C)NC(=O)CN1CCN(Cc2nc(-c3cccs3)no2)CC1,0.0,-1.3,-5.9,-7.4,-5.7,-7.2,0.2,-16.3,-0.8
CC(C)NC(=O)COc1ccc(S(=O)(=O)N2CCCC2)cc1,0.2,0.0,-9.9,14.1,-1.1,-6.2,0.7,-5.9,-2.8
Cc1ccc(S(=O)(=O)[N-]c2nc3ccccc3nc2-[n+]2cc(C)cc(C)c2)cc1,0.0,-1.2,-2.4,28.1,10.4,-21.0,-0.2,-6.8,-1.0
Nc1c2c(nc3ccccc13)CCCC2,-0.3&1.6,-0.9,-2.1&-4.4,3.5,-0.8,1.1,1.7&0.8,-12.4,-0.4
C[C@@H]1NC(=O)c2cc([N+](=O)[O-])cc(I)c2NCC[C@@H](C(N)=O)NC(=O)[C@H](CC(N)=O)NC1=O,0.1,-2.8,.,-13.5,3.4,-4.0,-0.2,-2.0,-0.8
CCc1ccc(/C=N/NC(=O)c2nnn(-c3nonc3N)c2CN2CCOCC2)cc1,-1.5,-2.5,1.7,18.3,-7.0,-22.5,1.2,-8.1,-2.2
COc1cccc(CNS(=O)(=O)c2cc(Br)cc3c2N(C(C)=O)C(C)C3)c1 (stereo unspecified),0.2,-1.6,-9.7,10.7,1.5,0.2,0.5,5.5,-4.8
COc1cc(/C=C/C(=O)Nc2ccc(C)cc2)cc(OC)c1OC,-2.4,-2.6,-1.0,-7.5,-11.9,-16.0,-0.7,-0.9,-4.1
COc1ccccc1NCCC(=O)OCC(=O)NC1CC1,0.2,-1.2,-3.1,-8.6,-2.3,-1.9,0.2,-11.1,-0.9
CCN(CC)C(=O)COc1ccc2c3c(c(=O)oc2c1)CCCC3,-0.7,-3.2,-10.3,-2.6,5.2,-27.7,0.9,-4.8,4.1
COc1ccc2nc(NC(=O)CCNC(=O)c3ccccc3Cl)sc2c1,-0.3,-3.8,-2.9,16.1,-3.5,-25.4,-1.2,-4.9,-1.7
COc1ccc(N(CC(=O)NCCc2ccc(C)cc2)S(=O)(=O)c2c(C)noc2C)cc1,-1.2,-4.2,-6.0,-38.2,0.6,-46.5,1.4,-3.1,-1.5
CCN1CCN(CC(=O)c2ccc(OC)cc2)CC1,1.8,-2.6,1.3,12.3,-6.7,-0.3,-0.2,6.4,0.6
CCOC(=O)N1CCC(NC(=O)c2cc(COc3c(C)cccc3C)on2)CC1,1.2,-2.2,-8.2,34.4,-5.5,-56.2,2.5,-2.2,-3.5
COc1ccccc1Oc1c(C)oc2c(CN3CCN(C)CC3)c(O)ccc2c1=O,0.3,-3.7,-3.7,15.5,1.7,6.1,-0.9,-1.4,-2.5
Cc1ccccc1Nc1nc(CSc2nnc(-c3ccoc3C)n2C)cs1,-0.4,-1.8,-3.1,68.6*,17.3,-26.7,-0.2,2.9,-2.4
COC(=O)c1ccc(CSc2nc3c(cnn3-c3ccc(C)c(C)c3)c(=O)[nH]2)o1,1.3,-1.3,-1.9,-4.4,11.0,-3.4,0.6,7.8,-2.3
O=S(=O)(c1cccc(-c2cn3cccnc3n2)c1)N1CCCCCC1,0.1,-2.6,-2.8,59.3,-20.2,-7.8,0.1,-8.9,-3.5
Cc1ccc(C(=O)NS(=O)(=O)c2ccc(C)cc2)cc1,0.8,-2.1,-5.5,21.4,2.8,-0.1,-0.2,-2.8,-1.1

# In a second layout: 2 of the compounds above.
CC(C)NC(=O)CN1CCN(Cc2nc(-c3cccs3)no2)CC1
- OXTR agonist: 0.0
- IMP-1 inhibitor: -1.3
- GalR3 antag: -5.9
- PHOSPHO1 inh: -7.4
- NS3 helicase inh: -5.7
- DNA FID counter: -7.2
- V1R ag counter: 0.2
- GPR7 antag: -16.3
- VIM-2 inh: -0.8
COc1cc(/C=C/C(=O)Nc2ccc(C)cc2)cc(OC)c1OC
- OXTR agonist: -2.4
- IMP-1 inhibitor: -2.6
- GalR3 antag: -1.0
- PHOSPHO1 inh: -7.5
- NS3 helicase inh: -11.9
- DNA FID counter: -16.0
- V1R ag counter: -0.7
- GPR7 antag: -0.9
- VIM-2 inh: -4.1

# Next records:
SMILES,OXTR agonist,IMP-1 inhibitor,GalR3 antag,PHOSPHO1 inh,NS3 helicase inh,DNA FID counter,V1R ag counter,GPR7 antag,VIM-2 inh
COC(=O)c1[nH]c2c(c1C)C(=O)CC(c1cccc(OC)c1)C2 (stereo unspecified),5.2,-2.6,-9.7,5.5,3.3,-16.5,5.8,12.3,0.5
COc1ccc(-c2coc3c(CN4CCCCC4)c(O)c(CN4CCCCC4)c(O)c3c2=O)cc1,-1.1,-3.3,.,15.6,-49.4,4.2,-1.4,2.4,-0.5
CC(C)[C@H](NC(=O)c1ccccc1)C(=O)OCC(=O)NCCC1=CCCCC1,-1.7,-1.5,-2.0,10.3,6.5,-27.1,0.3,7.5,2.0
COc1ccc(C(=O)NCCNC(=O)c2ccc(C)nc2)cc1,0.4,-0.9,-5.8,32.3,4.2,-8.0,-0.4,-9.5,-1.7
COc1ccc(OCCC(=O)Nc2cc(C)on2)cc1,1.4,-0.2,-2.6,18.0,8.1,-2.2,1.0,-3.2,0.3
Cc1ccc(CCNS(=O)(=O)c2c(C)nc3sccn3c2=O)cc1,0.5,-6.3,.,4.7,5.8,-10.4,1.1,-9.0,-1.6
CCC(C(=O)NCc1ccco1)N(C(=O)CNS(=O)(=O)c1ccccc1)c1ccc(F)cc1 (stereo unspecified),0.5,-1.9,-7.1,39.2,-8.7,-31.1,-0.6,-9.2,-1.3
CCCOc1ccc(/C(O)=C2/C(=O)C(=O)N(CCN(C)C)C2c2ccncc2)cc1 (stereo unspecified),0.2,-3.6,-4.7,.,9.3,0.1,4.4,-0.6,0.7
COc1cccc(-n2nc(-c3ccnn3-c3ccc(C)cc3)c(=O)n(C)c2=O)c1,-2.6,-3.5,-3.5,8.6,-0.6,-22.8,-1.2,-0.6,-2.3
Cc1[nH]c2ccccc2c1C(=O)COC(=O)c1c(-c2c(F)cccc2Cl)noc1C,3.8,-1.3,1.4,3.5,-38.5,-1.1,2.0,1.9,-0.3
COc1ccccc1N1C(=O)C2C(C(=O)c3ccccc3)=NN(c3ccccc3)C2C1=O (stereo unspecified),3.5,-2.8,-6.0,9.0,-14.7,-8.1,4.7,-5.3,-2.5
CCOC(=O)Nc1n[nH]c(NC(=O)OCC)c1[N+](=O)[O-],0.4,-3.0,-10.1,45.6,-1.3,-1.1,-0.2,-11.9,-1.5
COC(=O)c1cnn(-c2cc(Oc3ccccc3)ncn2)c1N,0.9,-0.6,-2.8,15.9,-3.7,0.7,-0.1,13.6,1.8
CC12CCC(C/C1=N/NC(=O)COc1ccccc1Cl)C2(C)C (stereo unspecified),-1.9,-1.3,-6.1,36.6,-1.8,-35.7,-0.5,-15.6,1.1
CC(C)N(Cc1nc(-c2ccc3c(c2)OCO3)no1)Cc1nccn1C,-0.8,-4.0,-0.4,36.8,-11.3,4.0,1.4,-2.2,-3.6
CCOc1c(O)ccc(C2NC(=O)N(C)C(C)=C2C(=O)OC)c1[N+](=O)[O-] (stereo unspecified),2.5,-2.3,-6.3,-135.4,2.6,-5.3,1.3,10.4,-2.8
O=C(N/N=C(\c1ccccc1)c1cccnc1)c1cc(O)ccc1O,-1.3,-3.4,0.2,33.5,8.2,-24.3,0.3,-14.7,-1.9
CC(C)N(Cc1nc(-c2ccccc2)no1)C(=O)CSc1ccccc1,-0.8,-3.1,-7.5,20.9,-5.2,-31.6,-1.1,-17.3,-2.9
Cc1cc(C)n(-c2c(F)c(F)c(CO)c(F)c2F)n1,-1.2,-4.4,0.5,-21.8,5.5,0.3,0.7,1.0,-2.2
COc1ccc(CCC(=O)N2CCCc3ccccc32)cc1,-0.8,-1.3,-8.1,24.0,-1.0,-29.6,-0.9,-4.7,-0.8
COc1ccc(CCC(=O)NCCc2nc3ccccc3[nH]2)cc1,-0.2,-1.8,-5.0,-19.1,-16.2,-10.6,-0.1,-7.7,-0.3
Cc1cccc(NC(=O)CSc2nnc(CNC(=O)c3ccc(S(=O)(=O)N(C)C)cc3)n2-c2cccc(C)c2)c1,-0.9,-1.6,0.0,-15.3,-2.0,-34.9,1.2,-3.0,-0.4
Cc1ccc(S(=O)(=O)NCC(=O)NCc2cc(=O)n(C)c(=O)n2C)cc1,0.1,-2.2,-6.8,22.4,13.5,-7.0,0.3,-4.5,-2.4
CCOC(=O)C1=C(CC)Nc2ccccc2N/C1=N\S(=O)(=O)c1ccc2ccccc2c1,-0.9,-2.4,-4.8,3.5,-12.9,-38.5,-0.7,10.7,-1.2
Cc1ccc(-c2nonc2NC(=O)c2ccco2)cc1,-1.8,-3.0,-8.8,45.3,0.7,2.0,-0.3,21.9,2.8
NS(=O)(=O)c1ccc(NS(=O)(=O)c2ccc(NC(=O)c3ccc(-c4ccccc4)cc3)cc2)cc1,3.3,0.8,-1.6,-4.0,7.2,-1.5,3.6,3.6,-0.7
CCCC12CN(C(=O)c3ccc(OC)cc3)CC(C)(CN(C(=O)c3ccc(OC)cc3)C1)C2=O,-1.0,-1.8,-1.2,-10.5,-8.0,-38.6,-0.6,-12.1,-1.4
CC(C(=O)OCC(=O)Nc1ccc(S(=O)(=O)N2CCCCC2)cc1)N1C(=O)c2ccccc2C1=O (stereo unspecified),3.9,-1.1,-4.5,7.1,-4.7,-14.7,6.2,-3.1,1.3
Cc1ccc2cc3c(NS(=O)(=O)c4cccc5nonc45)nn(CC(C)C)c3nc2c1,-3.0,-3.9,-0.1,45.3,5.1,-20.1,-1.7,-10.8,-3.3
COc1cc2c(cc1OC)C(C(=O)NCc1ccco1)C(c1cccs1)N(C)C2=O (stereo unspecified),1.0,-1.9,-2.1,6.8,7.9,-8.5,-0.6,-8.6,-2.2
COc1ccc(-n2nc(C(=O)NCC(=O)NCCCN3CC(C)CC(C)C3)c3ccccc3c2=O)cc1OC (stereo unspecified),-0.1,-0.9,-8.8,40.0,5.2,8.0,-0.1,4.4,-2.6
COc1ccc(CNc2nccs2)cc1OC,0.7,4.3,-8.9,29.5,6.2,-4.2,0.1,-4.2,-1.6
O=C(COc1ccc([N+](=O)[O-])cc1)Nc1ccc(CN2CCOCC2)cc1,2.7,-1.9,-7.3,24.6,-8.2,8.3,3.6,-6.3,-3.3
C=CCNC(=O)COC(=O)c1ccc(Cl)c(S(N)(=O)=O)c1,-0.2,-3.7,-2.6,32.5,4.2,-1.7,0.7,-2.4,-6.2
CCc1ccc(-c2cc(C)no2)cc1S(=O)(=O)Nc1ccccn1,0.5,-2.3,-5.4,16.9,-9.6,-17.7,1.2,-18.3,0.2
C=CCOc1nc2c(c(=O)n(C)c(=O)n2C)n1Cc1ccc(Cl)cc1Cl,-0.1,-1.4,3.1,7.0,6.9,-6.0,0.7,-0.3,-1.9
CC1(C)Cc2ccccc2-c2[nH]c(=S)[nH]c(=O)c21,-0.3,-4.0,-5.6,.,6.3,-8.2,0.5,-2.2,-5.7
